Screening results (PubChem BioAssay)
Insulin prom up: MIN6 insulin promoter up-regulation; MIN6 insulin promoter-GFP reporter, high-content imaging; stronger effect = higher value; z-score at 5 µM; actives 0.3% (n = 190,000); AID 1625;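 active = z-score above 3 at 5 µM with at least 500 cells counted in the well; inconclusive = wells under 500 cells, flagged as cytotoxic or low count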
UTI89 phage lysis: inhibition of K1F phage lysis, E. coli UTI89, bacterial capsule biogenesis inhibitors, alamar blue (AID 488966) | E. coli UTI89 K1F phage lysis, alamar blue, 2 h; higher % means a stronger effect | inhibition, % at 100 µM, or IC50 in µM where a hit was titrated | actives 0.02% (n = 340,000);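 active = phage lysis inhibition, versus mean bacterial control, above a set limit; inconclusive = no clear call, values can overlap the other calls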;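 note: capsule biogenesis inhibitors block K1F phage lysis so surviving cells raise fluorescence; higher fluorescence means more inhibition of phage lysis; actives were called in the ten point dose series up to 300 µM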
MT stabilizer: microtubule stabilization, imaging screen; HeLa tubulin immunostaining HCS, 24 h; share of cells brighter than vehicle mean+2SD; AID 2205; % tubulin-high responders, % at 10 µM; actives 0.83% (n = 200,000);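 active = plate Z-score above 3 for both tubulin-high and condensed-nucleus cell shares, with cell loss under 80%, at 10 µM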;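 note: anti alpha tubulin signal scored within the nucleus-defined area of each cell; some results filed as inactive read as strong as hits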
Autophagy HCS: modulators of autophagy | MEF GFP-LC3 puncta imaging; test concentration mostly 10 µM | calls only at 10 µM (by protocol) | actives 0.98% (n = 190,000);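 active = percentage of spot-positive cells more than 3 SD above its plate mean, without a fluorescence outlier flag or 80% toxicity; inconclusive = no clear call, values can overlap the other calls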;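 note: spot-positive cell cutoff set from DMSO-treated cells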
M17LAP inhibition: P. falciparum M17LAP inhibitors, primary screen, biochemical, fluorogenic H-Leu-NHMec substrate, 1536-well (AID 1619); recombinant M17LAP, H-Leu-NHMec fluorogenic kinetic assay; higher % means a stronger effect; one-dose inhibition, % at 30 µM; IC50 in µM for titrated hits; actives 0.38% (n = 220,000);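 active = compound inhibiting the enzyme by more than half at any dose during confirmatory dose-response retesting; inconclusive = strong single-dose inhibitors picked by rank but not retested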;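 note: plate controls were full reaction with DMSO carrier for no effect and no enzyme background for full effect; strong numbers were not always called active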
Dynein transport: dynein cargo transport inhibition. actives 0.47% (n = 220,000). z-score, hits read low. 3617.4 mouse cells, GR-EGFP nuclear translocation imaging; test concentration mostly 20 µM; stimulated with dexamethasone, 1 µM; stronger effect = lower value. AID 1381;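 active = plate z-score of nuclear minus cytoplasmic receptor signal below a set negative limit, without overly bright fluorescence or cell loss, cut at about -3.5 in these data, passing the limit was not always enough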;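 note: z-score of nuclear minus cytoplasmic ring GR-EGFP intensity difference per well; some compounds called inactive have numbers as strong as hits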
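Medium: Induction medium lacking tetracycline, stripped serum | Probe or stimulus: 1.0 µM final dexamethasone stimulus | Schedule: 48 h induction, then 1 h compound, then 30 min agonist, 37 °C | Signal: Automated 10x imaging of fixed Hoechst-stained cells | Evaluation: Per-cell GR-EGFP intensity, nucleus versus surrounding cytoplasmic ring, well-averaged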
b-catenin transl: modulators of beta-catenin nuclear translocation | HeLa beta-catenin nuclear translocation, immunofluorescence imaging | nuclear translocation activity, % at 5 µM | actives 0.3% (n = 190,000) | AID 1665;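 active = nuclear translocation activity above 50% at 5 µM, with a well cell count of 50 or more; inconclusive = wells under 50 cells across six images, flagged as toxic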;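 note: per-cell ratio of nuclear to cytoplasmic median beta-catenin stain intensity; plate controls were DMSO negative control for no effect and GSK-3 inhibitor IX positive control for full effect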
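Test system: human HeLa cells, native beta-catenin. Compound dosing: 5 µM primary single dose, 0.1% DMSO, 0.02–20 µM confirmation series. Incubation: compound exposure 24 h at 37°C. Detection: beta-catenin immunostaining with DAPI counterstain, 20x imaging, 6 fields/well. Read-out basis: Nuclear/cytoplasmic beta-catenin signal ratio, % activation.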
M1AAP inhibition: P. falciparum M1AAP inhibitors, biochemical, fluorogenic H-Leu-NHMec substrate, 1536-well (AID 1445) | recombinant M1AAP, H-Leu-NHMec fluorogenic kinetic assay; higher % means a stronger effect | inhibition, % at 30 µM, or IC50 in µM where a hit was titrated | actives 0.42% (n = 220,000);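 active = primary inhibition above the hit cutoff, then over 50% inhibition at one or more dose response concentrations, cut at about 23% in these data, passing the limit was not always enough; inconclusive = conflicting primary data, or primary hits not chosen for dose response; inactive = low primary inhibition, or under 50% at every dose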;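 note: plate controls were DMSO full reaction for no effect and no enzyme background for full effect; strong numbers were not always called active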
CSM14.1 death rescue: protection against thapsigargin-triggered cell killing – 384-well, CSM14.1, ATP luminescence, primary screen (AID 1222). CSM14.1 thapsigargin-induced death rescue, ATP luminescence; higher % means a stronger effect. one-dose cellular ATP content (survival), % at 20 µM; EC50 in µM for titrated hits. 190,000 tested, under 10 active;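 active = EC50 below 50 µM in the dose-response confirmation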;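 note: death triggered by thapsigargin at about 15 µM added after 2 h compound pretreatment; cell ATP read after overnight thapsigargin exposure of roughly 18 to 22 hours; normalized against plate controls of thapsigargin alone and 5% DMSO vehicle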
Dynein transport cytoplasmic EGFP: also measured in Dynein transport; calls as there; z-score; measured here: cytoplasmic GR-EGFP intensity; stronger effect = higher value
Dynein transport nuclear GR-EGFP: further read-out of Dynein transport, marked with its call; z-score; measured here: nuclear GR-EGFP intensity;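 lower value marks the stronger effect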
Dynein transport cell count: second read-out of Dynein transport, no call of its own (marks repeat the call); z-score; measured here: cell count per field
Insulin prom up cell count: further read-out of Insulin prom up, marked with its call; cell count; measured here: cytotoxicity, nuclei count;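 total cells summed across four imaged fields per well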
b-catenin transl cell count 5 µM: second read-out of b-catenin transl, no call of its own (marks repeat the call); cell count; measured here: cell count, cytotoxicity flag
MT stabilizer Hoechst-high %: further read-out of MT stabilizer, marked with its call; % Hoechst-high responders; measured here: nuclear condensation Hoechst responders;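 share of cells brighter than vehicle mean plus two SD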
MT stabilizer cytotoxicity %: also measured in MT stabilizer; calls as there; toxicity, %; measured here: cytotoxicity by cell density;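 0% = mean cell density of plate MIN control wells and 100% = no cells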
Autophagy HCS cell loss 18 h: recorded beside Autophagy HCS, whose call it bears; toxicity, %; measured here: cell loss, nuclei count;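 cell loss after 18 h compound exposure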
Numbers without * were called inactive; i = inactive; ? = inconclusive; . = not tested or not shown; + = active, no number; [ ] = dose if it differs, or a comment.

Below each compound: Autophagy HCS	Dynein transport nuclear GR-EGFP	Dynein transport	Dynein transport cytoplasmic EGFP	Autophagy HCS cell loss 18 h	b-catenin transl cell count 5 µM	b-catenin transl	M1AAP inhibition	MT stabilizer Hoechst-high %	MT stabilizer cytotoxicity %	Dynein transport cell count	UTI89 phage lysis	MT stabilizer	M17LAP inhibition	Insulin prom up	CSM14.1 death rescue	Insulin prom up cell count
- COc1cccc(C(C(=O)NCC2CCCO2)N(CC2CCCO2)C(=O)CN2C(=O)c3ccccc3S2(=O)=O)c1 (stereo unspecified)
  i	0.18	0.035	-0.24	2	885	2.6	-2%	2.0	3.7	0.28	-0.5%	2.1	-4%	0.05	1.5%	1468
- Cc1cnc(NC(=O)CSc2nnc(Cc3ccccc3)n2C)s1
  i	-0.64	-0.42	-0.19	8	.	.	0%	0.9	7.5	0.035	7.6%	1.4	1%	0.28	-4.1%	1390
- COc1ccc(-n2cc(-c3ccccc3)[nH]c2=S)cc1
  i	0.035	-0.08	-0.24	19	1119	-0.1	-2%	2.3	4.3	-0.42	1.3%	1.4	1%	0.39	-2.6%	1525
- COc1ccccc1C1(CCNC(C)c2cccs2)CCOC(C(C)C)C1 (stereo unspecified)
  .	-0.3	-0.3	-0.14	.	1129	-0.3	5%	.	.	-0.19	.	.	-2%	.	.	.
- Cc1ccccc1C1c2[nH]c3ccccc3c2CCN1C(=O)c1ccc(=O)n(C)n1 (stereo unspecified)
  i	-0.16	-0.56	-0.21	15	928	-4.4	2%	2.8	2.0	0.66	0.1%	2.5	-2%	-1.4	1.0%	1294
- CC(C)=N/N=C(/c1ccc([N+](=O)[O-])cc1)C12CN3CN(CN(C3)C1)C2
  i	-0.28	-0.57	-0.3	5	.	.	0%	2.6	7.8	0.64	0.0%	3.0	5%	-0.16	0.6%	1245
- Cc1cccc(C(=O)OC2CCN(C)CC2)c1
  i	0.24	-0.33	-0.28	-11	967	-0.2	3%	1.9	10	0.86	0.2%	1.4	-3%	-0.2	1.0%	1582
- COc1ccc(CCNC(=O)CCN2C(=O)COc3ccc(C)cc32)cc1OC
  i	-0.31	-0.49	-0.17	-3	.	.	1%	1.0	6.6	0.99	1.8%	1.0	-9%	.	-1.0%	.
- CCS(=O)(=O)N1CCC(c2nc(-c3ccc(C(F)(F)F)cc3)no2)CC1
  i	0.093	0.13	-0.26	9	920	-4.6	-3%	5.0	6.0	0.0026	3.5%	4.2	-2%	0.11	-1.6%	1362
- Cc1c(NC(=O)CSc2ncnc3ccccc23)c(=O)n(-c2ccccc2)n1C
  i	-0.33	-0.68	-0.31	4	1100	-2.7	0%	2.3	10	-0.15	0.1%	3.0	2%	-0.23	-1.8%	1391
- COc1ccc(OC)c(/C(O)=C/C(=O)C(=O)Nc2cc(C)ccc2OC)c1
  i	-0.5	-1	-0.22	7	.	.	1%	1.3	7.5	1	0.3%	1.2	0%	0.25	-0.7%	840
- CCOc1ccccc1C(=O)N/N=C/c1cccc2cccnc12
  i	-0.074	-0.012	-0.25	2	997	6.2	4%	1.3	0.4	1.2	0.3%	4.9	8%	-0.12	2.1%	1489
- Cc1cccc(OCC(=O)Nc2cc(C)c(C)cc2O)c1
  i	-0.054	-0.73	-0.28	10	877	-1.5	0%	2.5	9.1	0.21	0.3%[50 µM]	2.8	0%	0.63	-2.2%	1165
- Cc1cc(C)c(NC(=O)c2ccc(S(=O)(=O)N3CCOCC3)cc2)c(C)c1
  i	1.9	2.4	0.032	-1	1136	-1.3	1%	2.6	7.4	-1.1	2.0%	8.1	-9%	?	-2.3%	.
- COC(=O)c1cc(NC(=O)c2ccc(F)cc2)cc(C(=O)OC)c1
  i	0.19	0.13	-0.22	-2	1503	0.7	8%	1.1	1.3	0.4	2.7%	1.1	-13%	0.32	-1.0%	1393
- O=C(NC(=S)NCCO)c1cn(-c2ccccc2)nc1-c1ccccc1
  i	-0.68	-1.1	-0.27	10	1107	0.2	2%	2.1	5.0	0.92	0.2%	2.4	-1%	.	-2.4%	.
- c1ccc(-c2csc3ncn4nnnc4c23)cc1
  i	-0.23	0.057	-0.27	30	1015	-0.2	2%	2.7	5.3	0.4	0.2%	4.5	8%	-0.01	-1.3%	1772
- CC1CCN(c2ccc(C(=O)O)cc2NS(=O)(=O)c2ccc(Br)cc2)CC1
  i	0.9	-0.21	-0.19	24	539	-3.2	10%	1.4	3.1	-0.84	0.5%	1.4	12%	-0.4	-2.5%	1368
- O=C(NCC1(N2CCCCC2)CCCCC1)C1CC(=O)N(c2ccc3c(c2)OCCO3)C1 (stereo unspecified)
  i	0.3	0.045	-0.26	11	1155	-0.8	3%	1.7	8.3	0.65	0.4%	6.3	1%	0.76	.	1264
- CN(C)c1ccc(C(=O)N/N=C/c2cc(Br)cc(Br)c2O)cc1
  .	0.48	-0.67	-0.25	.	1362	0.3	3%	.	.	-0.2	.	.	3%	4.7*	.	915*
- Cn1c(NC(=S)Nc2ccccc2)nc2ccccc21
  i	-0.77	-0.86	-0.3	-14	1076	-3.2	-7%	4.7	2.0	0.56	4.2%	4.6	11%	-0.78	-1.6%	1014
- O=C1C=C(NCc2ccccc2)c2ccccc2C1=O
  i	0.46	-0.13	-0.043	5	914	0.3	.	2.5	6.7	-0.084	-0.2%	3.2	.	-0.06	1.1%	1572
- CC(=O)NC(Cc1cccc(C)c1)C(=O)NC1CCN(c2ncccc2[N+](=O)[O-])CC1 (stereo unspecified)
  i	0.084	-0.12	-0.21	12	1075	0.6	4%	1.8	3.1	-0.4	0.2%	4.1	-4%	1.2	-1.9%	1559
- O=C(NCCc1ccc(Cl)cc1)C1CCCN(S(=O)(=O)c2cnc[nH]2)C1 (stereo unspecified)
  i	2.3	3.3	0.13	0	.	.	6%	3.0	8.6	-1.4	-2.8%	3.7	2%	1.3	-1.6%	859
- CC(=O)c1ccc(N2Cc3ccccc3C2=NC(=O)c2cccs2)cc1
  i	-0.75	-1.1	-0.24	-4	1112	-0.2	8%	2.5	3.6	0.58	0.0%	4.9	11%	-0.7	-1.5%	1399
- Cc1ccc(S(=O)(=O)N(Cc2cc3ccc(C)cc3[nH]c2=O)c2ccccc2)cc1
  .	0.032	0.12	-0.22	.	1286	0.4	6%	.	.	0.15	0.1%	.	1%	-0.15	.	1093
- O=C1C2CCCCC2C(=O)N1Cc1ccccc1 (stereo unspecified)
  i	0.1	-0.21	-0.32	-9	1401	0.9	0%	1.1	4.3	0.54	-0.3%	1.2	7%	-2	0.4%	1543
- C=CCn1c(=O)c2ccccc2n2c(SCc3csc(-c4ccccc4)n3)nnc12
  i	0.41	-0.76	-0.28	18	966	-5.4	4%	3.2	7.8	0.26	1.5%	2.9	9%	0.48	.	1141
- O=C(c1ccc(Cn2c(=O)[nH]c3ccsc3c2=O)cc1)N1CCN(c2ccccc2)CC1
  i	-0.42	-0.35	-0.25	-11	1123	-0.8	10%	1.9	8.0	1.3	-0.1%	2.9	6%	-0.36	0.8%	1290
- COc1ccccc1-n1c(C)nc2cc(C(=O)NCCN3CCOCC3)ccc21
  i	-0.18	-1.1	-0.42	-7	1096	0.2	-5%	1.3	5.4	1.9	0.0%	2.4	15%	-0.48	-8.0%	1140
- CC(=O)NC(C)C(=O)OCC(=O)c1ccc(-c2ccccc2)cc1 (stereo unspecified)
  +	0.16	0.16	-0.2	18*	953	-2.2	0%	2.2	7.2	0.92	0.1%	3.3	6%	-0.45	-1.0%	1354
